RXFP1 agonist – activates the human relaxin receptor RXFP1; actives 0.3% (n = 370,000); HEK293T-RXFP1 cAMP TR-FRET, 30 min; response scale: percent of porcine relaxin response, buffer zero; Potency, µM (top dose mostly 57.5 µM), without a hit: at the highest dose activation, actives largely listed as activators; AID 2676; active = well fitted activation curve with a large enough effect; inconclusive = small, poorly fitted or top-dose-only effect; also: potency is read from the fitted curve at half-maximal effect; % is scaled to controls: 0 for no effect and ±100 for the full control effect; nearly all actives have a fitted effect of over 60% in size; many of its hits are not listed in these tables
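HEK293T cells stably expressing RXFP1 were pretreated with the PDE4 inhibitor Ro 20174, exposed to compounds for 30 min at 37C, lysed, and cAMP was read by TR-FRET. Data normalized to buffer (basal) and 29 nM porcine relaxin (100%).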
RXFP1 antagonist – blocks the human relaxin receptor RXFP1. activity change, negative = inhibition, % at 57.5 µM. actives 0.59% (n = 350,000). Q9HBX9. HEK293-RXFP1, relaxin-stimulated cAMP HTRF, 30 min; stronger effect = lower value. AID 1259400;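 active = activity change of -60% or lower, but not beyond a set lower limit; inconclusive = change between -60% and -40%, or beyond the set limit; inactive = change above -40%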; also: % is scaled to controls: 0 for no effect and ±100 for the full control effect
D2 ag – activates the human D2 dopamine receptor; P14416; HEK293 T-REx D2 cells, calcium flux agonist mode; activation, % at 2 µM; actives 0.53% (n = 340,000); AID 485358;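 active = activation over 3 SD above normal in the single-dose calcium agonist read, cut at about 30% in these data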; also: 0% is about no effect
Target sequence (P14416 whole entry, looked up): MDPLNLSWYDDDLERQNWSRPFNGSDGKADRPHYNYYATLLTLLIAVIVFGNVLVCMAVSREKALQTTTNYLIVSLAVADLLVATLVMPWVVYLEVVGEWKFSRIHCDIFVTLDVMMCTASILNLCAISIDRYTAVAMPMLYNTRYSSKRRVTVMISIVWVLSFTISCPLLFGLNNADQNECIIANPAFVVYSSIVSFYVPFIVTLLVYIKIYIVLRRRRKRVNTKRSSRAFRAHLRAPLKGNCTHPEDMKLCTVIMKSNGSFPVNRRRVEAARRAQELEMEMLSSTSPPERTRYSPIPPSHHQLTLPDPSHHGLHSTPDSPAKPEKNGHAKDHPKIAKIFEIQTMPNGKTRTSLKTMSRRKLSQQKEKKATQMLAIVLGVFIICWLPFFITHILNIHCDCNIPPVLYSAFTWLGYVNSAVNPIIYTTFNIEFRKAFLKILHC
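Calcium-flux readout, 1 cycle/sec over 180 s following compound pin transfer, in inducible HEK293 Trex D2 cells (force-coupled); dopamine controls included. Positive calcium responses during this window marked compounds as potential agonists.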
D1 agonist – agonists of human D1 dopamine receptor; P21728; HEK293 T-REx D1 cells, calcium flux, agonist mode; activation, % at 2 µM; actives 1% (n = 360,000); AID 504660; in the data active = activation above about 30%; also: 0% is about no effect
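Tetracycline-induced HEK293 TREx D1 cells, force-coupled to calcium signalling, were dye-loaded with a no-wash calcium kit. Compound was pin-added after a 10 s baseline. Fluorescence was read kinetically at 1 cycle/s for 180 s, with calcium rises flagged as agonism.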
TRHR enhancer – allosterically enhances the human TRH receptor; P34981; TRHR cells, fluo-8 calcium fluorescence, EC20 TRH enhancement; enhancement, % at 2 µM; actives 0.66% (n = 360,000); AID 493056; in the data active = enhancement above about 30%; also: 0% is about no effect
Target sequence (P34981 whole entry, looked up): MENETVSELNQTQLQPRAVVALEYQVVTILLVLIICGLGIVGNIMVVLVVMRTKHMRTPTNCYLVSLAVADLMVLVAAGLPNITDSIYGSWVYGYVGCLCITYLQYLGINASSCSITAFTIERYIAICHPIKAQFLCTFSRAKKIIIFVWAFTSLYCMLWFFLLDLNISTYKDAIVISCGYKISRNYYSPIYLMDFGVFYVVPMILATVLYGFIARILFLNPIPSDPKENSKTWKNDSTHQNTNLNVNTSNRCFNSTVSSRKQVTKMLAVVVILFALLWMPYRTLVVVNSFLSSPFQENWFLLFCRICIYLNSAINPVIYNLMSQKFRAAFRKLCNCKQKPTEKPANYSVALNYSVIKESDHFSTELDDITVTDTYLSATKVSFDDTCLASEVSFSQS
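Enhancer read-out: after compound pinning and an initial kinetic agonist-mode read, an EC20 of TRH (10 nM final) was injected and fluo-8 calcium signal (Ex 480/Em 530) followed at 1 s/cycle for 100 cycles in TRHR-expressing cells.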
D2 antag – antagonizes the human D2 dopamine receptor; AID 485344; P14416; inhibition, % at 10 µM; actives 2% (n = 340,000); HEK293 TREx D2 cells, calcium flux, dopamine EC80; in the data active = inhibition above about 30%; also: 0% is about no effect
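Cells plated overnight at 30 C with tetracycline; no-wash calcium dye, 30–90 min RT; 10 s baseline; compound pinned; 180 s read; EC80 dopamine added; another 180 s read.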
D1 antag – antagonists of human D1 dopamine receptor; P21728; AID 504652; actives 3.2% (n = 360,000); activity change, negative = inhibition, % at 10 µM; HEK293 TREx D1 cells, calcium flux, dopamine EC80; stronger effect = lower value; in the data active = activity change below about -30%; also: % is scaled to controls: 0 for no effect and ±100 for the full control effect
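Kinetic fluorescence of a calcium dye serves as the read-out. D1-expressing Hek293 Trex cells, induced overnight at 30 C, are exposed to compound for 180 s before an EC80 dopamine addition, then read 180 s further.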
D2 potentiator – positive allosteric modulators of human D2 dopamine receptor; actives 0.34% (n = 340,000); P14416; HEK293 T-REx D2, calcium flux, EC20 dopamine potentiation; AID 485347; potentiation, % at 10 µM;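 active = potentiation over 3 SD above the plate norm, cut at about 30% in these data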; also: 0% is about no effect
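Tetracycline-induced HEK293 T-REx cells force-coupled to calcium signalling expressed D2; compounds were pin-added after a 10 s baseline, read kinetically 180 s, then an EC20 dopamine challenge followed with a further 180 s calcium read.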
D1 PAM – enhances dopamine response at the human D1 receptor; P21728; potentiation, % at 10 µM; actives 0.036% (n = 360,000); HEK293 TREx D1 cells, calcium flux, dopamine EC20 potentiation; in the data active = potentiation above about 30%; also: 0% is about no effect
Active calls of the source: *; ? = inconclusive; . = no result given.

Labels used below – A = RXFP1 agonist; B = RXFP1 antagonist; C = D2 ag; D = D1 agonist; E = TRHR enhancer; F = D2 antag; G = D1 antag; H = D2 potentiator; I = D1 PAM
N#C/C=C(/N)N1CCN(c2ccc(Cl)c(Cl)c2)CC1
  A: -1.0% | B: -5 | C: 1.5 | D: 6 | E: 4 | F: 3 | G: -7 | H: -10 | I: -5
CCOc1ccc(OCC(=O)Nc2c3c(nn2C(C)(C)C)CS(=O)(=O)C3)cc1
  A: 2.3% | B: 2 | C: -0.4 | D: 1 | E: -1 | F: 2 | G: -3 | H: 19 | I: 16
O=C(O)Cn1c(=O)c2c3c(sc2n(Cc2ccccc2F)c1=O)CCCC3
  A: 0.0% | B: -12 | C: -0.1 | D: 4 | E: 4 | F: -17 | G: -2 | H: -4 | I: -1
COc1cc(OC)cc(C(=O)NCC2CCCN(C(=O)c3oc(C)cc3C)C2)c1 (stereo not given)
  A: -0.2% | B: -7 | C: -0.2 | D: 3 | E: -1 | F: -3 | G: -9 | H: -8 | I: -1
CCN(CC)CCNC(=O)c1ccc2c(c1NCCO)C(=O)c1ccccc1C2=O
  A: 1.9% | B: -7 | C: 0.5 | D: 1 | E: 2 | F: -12 | G: -22 | H: -5 | I: -1
Cn1c2c(c(=O)n(C)c1=O)C(NC(=O)C(C)(C)C)(C(F)(F)F)C(=O)N2 (stereo not given)
  A: 0.0% | B: -4 | C: 0.4 | D: 5 | E: 3 | F: 4 | G: 24 | H: 13 | I: -3
S=C(NCCc1ccccc1)N/N=C/c1ccc(Cl)cc1
  A: -0.2% | B: -10 | C: 0.0 | D: 3 | E: 12 | F: -19 | G: -18 | H: 8 | I: -2
O=C(CCc1ccccc1)Nc1ccc(N2CCOCC2)c(Cl)c1
  A: -0.7% | B: -14 | C: -0.3 | D: 3 | E: 1 | F: 6 | G: -11 | H: 5 | I: -4
O=C(Cc1ccccc1)Nc1nc(-c2ccc(F)c(F)c2)cs1
  A: -1.1% | B: -29 | C: -2.0 | D: 6 | E: -11 | F: -24 | G: -21 | H: 8 | I: -4
CCOC(=O)c1c(C)nn(-c2ncccc2NC(=O)NC(C)C)c1C
  A: -1.0% | B: -7 | C: 1.0 | D: 0 | E: -2 | F: 27 | G: 13 | H: -5 | I: -2
NC1=NC2(CCC(c3ccccc3)CC2)n2c(nc3ccccc32)N1 (stereo not given)
  A: -0.1% | B: -14 | C: 0.3 | D: 0 | E: -1 | F: -3 | G: 4 | H: 13 | I: -11
CCOC(=O)CNC(=S)n1ncnc1N
  A: -0.8% | B: 3 | C: -0.4 | D: 4 | E: 0 | F: 1 | G: 8 | H: -3 | I: -1
CCn1c(CC(=O)Nc2ccc(Cl)cc2)nnc1SCC(=O)N1CCOCC1
  A: 0.6% | B: -1 | C: 0.4 | D: 0 | E: -2 | F: -6 | G: -1 | H: -6 | I: 0
Cc1ccc(S(=O)(=O)NCC2CCC(C(=O)NCCCN3CCOCC3)CC2)cc1 (stereo not given)
  A: 1.2% | B: -5 | C: 0.8 | D: 3 | E: -6 | F: 13 | G: -4 | H: 7 | I: -3
CSCCC(NC(=O)c1ccccc1Br)C(=O)NCC(c1ccco1)N1CCCCC1 (stereo not given)
  A: -0.1% | B: -7 | C: 0.9 | D: 2 | E: 0 | F: 17 | G: -6 | H: 13 | I: 4
COC(=O)c1cc(C(=O)OC)[nH]n1
  A: 0.1% | B: 7 | C: 1.8 | D: 4 | E: 7 | F: 0 | G: 20 | H: 25 | I: 2
COc1ccc(Br)cc1CN(C)C(=O)c1cnc(C)cn1
  A: -2.7% | B: 1 | C: -0.6 | D: 0 | E: 2 | F: 5 | G: 9 | H: -6 | I: -5
O=S(=O)(c1ccc(F)cc1)N1CCC(c2nc3ccccc3[nH]2)CC1
  A: 4.2% | B: -17 | C: -0.7 | D: 2 | E: -1 | F: -15 | G: 5 | H: -5 | I: -2
CC(=O)c1cccc(NC2c3ccccc3C(=O)N2Cc2ccc3c(c2)OCO3)c1 (stereo not given)
  A: 2.1% | B: -5 | C: . | D: 1 | E: -2 | F: . | G: 2 | H: . | I: -3
COc1ccc(P(=O)(COc2ccc([N+](=O)[O-])cc2)c2ccc(OC)cc2)cc1
  A: 3.5% | B: -2 | C: . | D: 14 | E: -3 | F: . | G: -19 | H: . | I: -4
O=C(NNC(=O)c1ccncc1)c1ccncc1
  A: -0.3% | B: 23 | C: 0.9 | D: 4 | E: 12 | F: -5 | G: -2 | H: 13 | I: -3
CCc1ccc(OCCn2ccnc2)cc1
  A: 1.5% | B: -9 | C: -0.2 | D: 0 | E: -4 | F: 0 | G: 2 | H: 3 | I: 3
Nc1nnc(CC(=O)N/N=C/c2cccc(OCCOc3ccccc3)c2)s1
  A: 0.4% | B: -22 | C: -0.7 | D: 2 | E: 5 | F: 31* | G: 11 | H: 0 | I: 0
Cn1c(=O)[nH]c(=O)c2c1nc(SCCO)n2CC(O)COc1ccccc1 (stereo not given)
  A: 2.1% | B: -11 | C: -2.2 | D: 5 | E: 5 | F: 20 | G: 14 | H: -4 | I: -2
CC1OC(C)(C)OC1C1CNc2nc(NC(=O)C(C)(C)C)[nH]c(=O)c2N1C(=O)c1cccnc1 (stereo not given)
  A: 0.3% | B: -8 | C: 0.6 | D: 2 | E: 6 | F: 18 | G: -9 | H: 2 | I: 0
CCOC1(C(F)(F)F)NC(=O)N(Cc2ccc(OC)cc2)C1=O (stereo not given)
  A: 0.7% | B: -9 | C: -0.7 | D: 4 | E: 8 | F: -11 | G: -22 | H: 20 | I: -15
CC(C)CC(c1nnnn1Cc1ccccc1)N1CCC(C(N)=O)CC1 (stereo not given)
  A: 0.5% | B: 9 | C: 0.1 | D: -1 | E: -4 | F: 15 | G: 7 | H: -6 | I: 1
CCc1ccc(-n2nc(C)c3c(C)cc(=O)n(CC(=O)Nc4ccc(C)c(F)c4)c32)cc1
  A: ? | B: . | C: -0.2 | D: 1 | E: 7 | F: . | G: -1 | H: 22 | I: 0
CCOc1cc(NC(=S)NCCCN2CCOCC2)c(OCC)cc1NC(=O)C1CCCCC1
  A: 0.2% | B: -5 | C: -0.8 | D: 0 | E: 13 | F: 28 | G: -1 | H: -7 | I: -3
COc1ccc(N(Cc2cc3cc(C)ccc3[nH]c2=O)C(C)=O)cc1
  A: 1.1% | B: 2 | C: -1.4 | D: 4 | E: -2 | F: -2 | G: 2 | H: 9 | I: 0

An excerpt from above in order of the D1 agonist value, descending:
| canonical_smiles | D1 agonist |
| --- | --- |
| COC(=O)c1cc(C(=O)OC)[nH]n1 | 4 |
| Nc1nnc(CC(=O)N/N=C/c2cccc(OCCOc3ccccc3)c2)s1 | 2 |
| CCc1ccc(OCCn2ccnc2)cc1 | 0 |

D2 antag: what is marked active above.
canonical_smiles | RXFP1 antagonist | D1 agonist | TRHR enhancer | D2 antag | D1 antag | D2 potentiator | D1 PAM
Nc1nnc(CC(=O)N/N=C/c2cccc(OCCOc3ccccc3)c2)s1 | -22 | 2 | 5 | 31* | 11 | 0 | 0

More records follow:
Labels used below – A = RXFP1 agonist; B = RXFP1 antagonist; C = D2 ag; D = D1 agonist; E = TRHR enhancer; F = D2 antag; G = D1 antag; H = D2 potentiator; I = D1 PAM
Cc1nc(C)c(C(=O)Nc2ccccc2-c2ccccc2)o1
  A: 3.4% | B: -20 | C: -0.4 | D: 0 | E: 7 | F: -11 | G: -4 | H: 11 | I: 0
O=C(Nn1c(O)c(C=C2N=c3ccccc3=N2)sc1=S)c1ccc(Cl)cc1
  A: -1.9% | B: -15 | C: 1.0 | D: 1 | E: 15 | F: 3 | G: -14 | H: 6 | I: -3
O=C(Cn1ncc2c(=O)oc3ccccc3c21)NCCN1CCN(c2ccccc2F)CC1
  A: -0.1% | B: 1 | C: 37* | D: 0 | E: 3 | F: -17 | G: -9 | H: -25 | I: 2
CCOc1ncccc1C(=O)OCC(=O)Nc1ccc(-c2nc3ccc(C)cc3s2)cc1
  A: 1.1% | B: 16 | C: . | D: 4 | E: 1 | F: . | G: -5 | H: . | I: 6
O=C(CSc1c[nH]c2ccccc12)N1CCOCC1
  A: 0.4% | B: -1 | C: -0.5 | D: 2 | E: -19 | F: 8 | G: -14 | H: 6 | I: -11
COc1cc(CN2CCC(Cc3ccccc3)CC2)cc([N+](=O)[O-])c1O
  A: 0.0% | B: -4 | C: -4.4 | D: 1 | E: -7 | F: 11 | G: -14 | H: -10 | I: 7
Cc1ccc(S(=O)(=O)NNC(=O)c2ccc(NC(=O)C3CC3)cc2)cc1
  A: 1.1% | B: 4 | C: . | D: 3 | E: -2 | F: . | G: 4 | H: . | I: 5
COCCCNC(=O)CCSc1ccc(C)cc1
  A: 0.8% | B: -2 | C: -0.4 | D: 6 | E: 5 | F: -2 | G: 8 | H: 0 | I: -2
Cn1cc(SCC(=O)Nc2ccc3c(c2)OCCO3)c2ccccc21
  A: -0.3% | B: -5 | C: 0.3 | D: -1 | E: -2 | F: -19 | G: -39* | H: 4 | I: -2
COCCCNC(=O)c1ccc(N2CCOCC2)c(NS(=O)(=O)c2ccc(OC)cc2)c1
  A: -0.5% | B: 18 | C: 1.5 | D: 1 | E: 4 | F: 4 | G: 0 | H: 2 | I: 5
Cc1nc2c(c(N3CCOCC3)n1)OCC(=O)N2
  A: 2.3% | B: -6 | C: 0.6 | D: 0 | E: -3 | F: 18 | G: -5 | H: -1 | I: -3
COc1ccc(CNc2nc(-c3ccccc3)nn2C(=O)c2ccccc2OC)cc1
  A: 0.4% | B: . | C: 1.2 | D: 10 | E: 8 | F: . | G: -14 | H: -6 | I: -6
O=C(COC(=O)Cn1cnc2ccccc21)NCCCc1ccccc1
  A: -1.3% | B: -2 | C: 1.1 | D: 0 | E: 0 | F: 14 | G: 16 | H: -11 | I: 1
Cc1c(C(=O)NCCSCc2c(Cl)cccc2Cl)cccc1[N+](=O)[O-]
  A: 5.5% | B: -2 | C: -0.4 | D: 44* | E: 4 | F: 1 | G: -32* | H: -9 | I: -6
COc1ccc(S(=O)(=O)N2CCN(Cc3ccc4c(c3)OCO4)CC2)cc1OC
  A: -1.2% | B: . | C: 0.0 | D: 3 | E: 8 | F: . | G: -10 | H: -2 | I: 3
CCN(c1ccccc1)S(=O)(=O)c1ccc(NC(=O)c2cc(=O)c3ccc(C)c(C)c3o2)cc1
  A: -0.9% | B: -16 | C: -1.2 | D: 5 | E: 2 | F: . | G: 6 | H: 6 | I: -2
Cc1cc(C)c(NC(=O)CN2C(=O)NC3(CCCc4ccccc43)C2=O)c(Cl)c1 (stereo not given)
  A: -0.4% | B: 1 | C: 0.4 | D: 5 | E: 1 | F: 3 | G: -10 | H: 11 | I: 6

Screens (PubChem)

This is a subset. The share of hits here may be higher or lower than overall.
